Bioassay records from PubChem.
L3MBTL1 inh – blocks human L3MBTL1; Q9Y468; AlphaScreen L3MBTL1–H3K9me1 peptide binding; Potency, µM (highest dose often 57.1 µM), without a hit: at the top dose activity, negative = inhibition, most hits filed as inhibitors; 230,000 tested, 0.66% active; AID 485360; also: % is scaled to controls: 0 for no effect and ±100 for the full control effect; nearly all actives have a fitted effect of over 60% in size
Target sequence (Q9Y468 whole entry, looked up): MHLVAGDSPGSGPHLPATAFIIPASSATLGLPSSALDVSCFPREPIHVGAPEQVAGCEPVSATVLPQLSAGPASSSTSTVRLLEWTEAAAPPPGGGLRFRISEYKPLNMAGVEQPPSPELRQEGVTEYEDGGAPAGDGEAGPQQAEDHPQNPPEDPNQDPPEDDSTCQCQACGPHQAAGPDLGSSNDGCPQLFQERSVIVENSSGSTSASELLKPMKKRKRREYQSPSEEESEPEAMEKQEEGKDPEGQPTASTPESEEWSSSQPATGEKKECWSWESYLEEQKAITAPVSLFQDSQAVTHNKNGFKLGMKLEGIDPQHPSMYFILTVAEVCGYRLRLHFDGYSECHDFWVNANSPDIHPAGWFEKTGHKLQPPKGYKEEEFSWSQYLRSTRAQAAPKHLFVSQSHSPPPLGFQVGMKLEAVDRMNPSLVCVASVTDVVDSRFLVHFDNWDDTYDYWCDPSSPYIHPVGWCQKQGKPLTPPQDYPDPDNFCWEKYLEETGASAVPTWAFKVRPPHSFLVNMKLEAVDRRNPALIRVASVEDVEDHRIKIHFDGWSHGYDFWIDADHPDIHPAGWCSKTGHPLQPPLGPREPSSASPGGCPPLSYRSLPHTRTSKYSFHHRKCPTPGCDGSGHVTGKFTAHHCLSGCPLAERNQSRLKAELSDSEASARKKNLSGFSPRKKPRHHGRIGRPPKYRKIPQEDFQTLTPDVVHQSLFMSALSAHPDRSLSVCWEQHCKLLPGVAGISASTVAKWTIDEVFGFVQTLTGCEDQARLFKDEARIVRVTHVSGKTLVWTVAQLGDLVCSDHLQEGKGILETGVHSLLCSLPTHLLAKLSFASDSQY
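AlphaScreen assay: L3MBTL1 (50 nM final) was preincubated 30 min at room temperature with biotinylated H3(1-15)K9me1 peptide (75 nM final), then 30 min with library compounds; streptavidin donor and nickel chelate acceptor beads (10 ug/mL final) added, 30 min dark.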
JMJD2E inh – blocks human JMJD2E demethylase activity | 230,000 tested, 1.6% active | JMJD2E catalytic domain, FDH-coupled NADH fluorescence (FDH is formaldehyde dehydrogenase) | Potency, µM (top dose mostly 57.1 µM), for inactives: at the highest dose activity change, negative = inhibition, most hits filed as inhibitors | B2RXH2; active = well fitted inhibition curve with a large enough effect, not every such curve was filed as active; inconclusive = small, poorly fitted or top-dose-only effect, or another doubt; inactive = no such curve, though single readings can be large or run the other way;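 also: 0% = wells with enzyme and -100% = buffer wells without enzyme; nearly all actives have a fitted effect of over 50% in size; many of its hits are not listed in these tables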
SMN2 splice enh – enhancers of SMN2 splice variant expression | HEK293 SMN2-luciferase splicing reporter, luminescence, 30-36 h | 210,000 tested, 2.8% active | Potency, µM (highest dose often 46.1 µM), for inactives: top-dose activity change, positive = activation, actives largely listed as activators; also: % of control where 0% means no effect; nearly all actives have a fitted effect of over 55% in size
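HEK293 cells carry an SMN2 […]–luciferase reporter in which exon 7 inclusion puts luciferase in frame. Cells were plated 10-12 h before compound addition, then incubated 30-36 h at 37C. ONE-Glo luminescence was read; sodium butyrate at 4.5 mM final served as control.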
KinaseGlo FLuc – counter-screen: inhibitors of Kinase-Glo firefly luciferase; Q27757; 200,000 tested, 0.28% active; Potency, µM (highest dose often 38.3 µM), for inactives: at the top dose activity change, negative = inhibition, usual class: inhibitors; Kinase-Glo luciferase, ATP luminescence, 8 min; AID 1379; also: % is scaled to controls: 0 for no effect and ±100 for the full control effect; nearly all actives have a fitted effect of over 60% in size
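Inhibition of Kinase-Glo luciferase light generation was assessed at 10 uM ATP in pH 7.2 imidazole buffer, with luminescence measured after eight minutes at ambient temperature.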
ALDH1A1 block – inhibitors of human aldehyde dehydrogenase 1A1. AID 1030. Purified ALDH1A1, NADH fluorescence, propionaldehyde substrate. P00352. 220,000 tested, 7.3% active. Potency, µM (top dose mostly 75.3 µM), inactives show top-dose activity, negative = inhibition, hits mostly inhibitors; active = well fitted inhibition curve with a large enough effect, not every such curve was filed as active; inconclusive = small, poorly fitted or top-dose-only effect, or another doubt; inactive = no such curve, though single readings can be large or run the other way;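 also: plate controls were no enzyme wells and a reference inhibitor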
Tau ThT inhib – tau fibrillization inhibition (ThT binding); P10636; recombinant tau K18 P301L, heparin-induced fibrillization, ThT fluorescence; Potency, µM (top dose mostly 57.4 µM), for inactives: top-dose activity, negative = inhibition, actives largely listed as inhibitors; 270,000 tested, 2.1% active; AID 1460; also: % is scaled to controls: 0 for no effect and ±100 for the full control effect; nearly all actives have a fitted effect of over 55% in size
Target sequence (P10636 561-689 P618L limits assumed): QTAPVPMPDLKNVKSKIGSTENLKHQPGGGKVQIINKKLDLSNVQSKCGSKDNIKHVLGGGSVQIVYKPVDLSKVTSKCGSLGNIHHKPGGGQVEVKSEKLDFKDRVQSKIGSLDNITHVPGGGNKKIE
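Using a mix of unlabeled (15 uM) and Alexa 594-labeled (0.24 uM) tau K18 P301L, heparin-triggered fibrillization over 6 hr at 37 C was scored by ThT fluorescence.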
Lamin A splicing – modulators of lamin A splicing; HeLa LMNA splicing GFP/RFP minigene ratio, 48 h; 200,000 tested, 0.01% active; Potency, µM (doses to about 46.1 µM), inactives show at the top dose ratio change, negative = inhibition, most hits filed as inhibitors; active = well fitted inhibition curve with a large enough effect in the signal ratio, with a control signal flat, not every such curve was filed as active; inconclusive = small, poorly fitted or top-dose-only effect, or effect the other way, or a change in a side signal; the % refers to the signal ratio; also: % is scaled to controls: 0 for no effect and ±100 for the full control effect
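S3 HeLa cells stably expressing lamin A-EGFP splicing minigene plus DsRed2, 600 cells/well, 48 h compound exposure at 37C. Laser-scanning cytometry; analysed as GFP (500-530 nm)/RFP (575-640 nm) total intensity ratio; 0.5% DMSO vehicle.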
RECQ1 inh – blocks DNA unwinding by human RECQ1; AID 2549; RECQ1 DNA unwinding, red fluorescence kinetic read; 240,000 tested, 0.54% active; Potency, µM (series often up to 57.3 µM), for inactives: at the top dose activity, negative = inhibition, usual class: inhibitors;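 also: plate controls were vehicle for no effect and no enzyme for full effect; nearly all actives have a fitted effect of over 30% in size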
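RECQ1T1 50 nM; forked duplex (20 bp + 30-nt ss tails) 200 nM, ATP 2 mM final; pH 8.0, 2 mM MgCl2, 2.5 ug/ml poly(dI-dC); 15 min compound preincubation; discontinuous kinetic read over 2 h at RT.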
* = called active by the depositor; i = inactive; u = inconclusive; x = no result given; [ ] = dose if it differs, or a comment. Unless noted, calls follow the shape of the dose curve; as a rule, active = well fitted curve in the direction sought with a large enough effect; inconclusive = small, poorly fitted or top-dose-only effect, or another doubt; inactive = no such curve, though single readings can be large; an effect the other way counts as inactive or inconclusive. Potency is read from the fitted curve at half-maximal effect.

SMILES	L3MBTL1 inh	JMJD2E inh	SMN2 splice enh	KinaseGlo FLuc	ALDH1A1 block	Tau ThT inhib	Lamin A splicing	RECQ1 inh
CC(=O)NC(=S)Nc1cccc(S(=O)(=O)NC2=NCCC2)c1	-3%	2%	6%	4%	-9%	1%	13%	0%
O=C(NCc1ccco1)/C(=C\C=C\c1ccccc1)NC(=O)c1ccco1	-11%	-12%	x	x	x	-22%	x	-13%
COc1cc(-c2nc3cnccn3c2Nc2ccc3c(c2)OCCO3)ccc1O	-13%	-14%	u	3%	-15%	u	u	-12%
O=C(N/N=C\c1ccco1)Nc1cccc(Cl)c1	-11%	2%	10µM*	0%	28µM*	-1%	-7%	0%
O=C(CN1C(=O)c2ccccc2C1=O)Nc1sc2c(c1C(=O)NCC1CCCO1)CCC2 (stereo not given)	0%	-15%	-11%	-5%	-10%	-16%	-7%	13%
Cn1cccc1/C=N/NC(=O)CNc1ccc2ccccc2c1	-29%	-10%	x	x	x	u	x	7%
Cc1ccc(-n2c(SCC(=O)N3CC(=O)Nc4ccccc43)nc3ccccc3c2=O)cc1	-12%	-11%	x	x	u	-5%	-8%	0%
COc1ccccc1N1CCN(C(=O)CCCC2=NS(=O)(=O)c3ccccc3N2)CC1	-4%	-5%	-12%	5%	44%[activator]	-6%	-11%	-1%
CNC(=O)C(=O)NCC1OCCCN1S(=O)(=O)c1cccs1 (stereo not given)	4%	3%	-4%	-3%	u	8%	3%	2%
CC(C)(C)C(=O)O/N=C(\N)Cc1ccc(-c2csnn2)cc1	5%	7%	x	x	2%	-5%	x	-5%
COc1ccc(CCNC(=O)c2ccc(Cl)cc2Cl)cc1OC	-1%	-5%	-12%	-5%	9%	-7%	x	19%
OCCN(CC(O)Cn1ccc2ccccc21)CC(O)Cn1ccc2ccccc21 (stereo not given)	-2%	1%	2%	0%	28µM*	-15%	11%	i
Cc1ccc(/C(O)=C2\C(=O)C(=O)N(CC(C)O)C2c2cccc(F)c2)cc1 (stereo not given)	4%	3%	-7%	1%	3%	1%	-7%	-11%
N#Cc1c(C(F)(F)F)cc(-c2ccco2)nc1SCc1ccncc1	-1%	u	-18%	-2%	u	u	-17%	-23%
COc1ccccc1-c1nc(-c2cccc(C)c2)no1	x	-3%	4.5µM*	u	u	0%	-1%	3%
CCC(=O)c1c(NC)cc(C)oc1=O	x	4%	4%	3%	2%	-7%	x	-11%
CC(C)(C)NC(=O)/C(=C/c1ccco1)c1ccccc1	0%	9%	-9%	-2%	-8%	-9%	3%[0.0737 µM]	-6%
CCOC(=O)N1CCN(Cc2nc(N)nc(Nc3ccc(C)cc3C)n2)CC1	-5%	-8%	8%	-3%	-11%	-10%	-14%[46 µM]	-15%
CC(C)CCNC(=O)C1CCCCN1S(=O)(=O)c1ccc(F)cc1 (stereo not given)	x	9%	13%	-5%	4%	-11%	6%	8%
CCOC(=O)c1cc(S(=O)(=O)NC2CCN(C(=O)OCC)CC2)cn1C	-10%	6%	-36%[inhibitor]	0%	u	-9%	u	-9%
Cc1ccc(O)c(Sc2cc(C)ccc2O)c1	23%[11.4 µM]	0%	24%	-3%	-3%	-19%	u	-7%
CCN(CCN(C)C)C(=O)Cn1ncc2c1-c1cc(C)ccc1OC2	-4%	-7%	7%	0%	2%	3%	-1%	-16%
Cn1c(=O)c(C(=O)Nc2ncccn2)c(O)c2ccccc21	-7%	u	27%	u	u	3%	u	i
CCc1nnc(/N=C/c2c(O)n(-c3ccc(Cl)cn3)c(=O)c3ccccc23)s1	8%	u	-6%	-1%	u	-4%	u	-8%
COCCN(Cc1cc2cccc(C)c2n2nnnc12)C(=O)C(F)(F)F	13%	-2%	-4%	0%	8%	5%	6%	i
CCOC(CC(=O)NNC(=O)c1c(-c2ccccc2Cl)noc1C)OCC	3%	1%	x	x	x	-16%	x	-2%
COc1ccc(C(=O)Nc2ccc(Cl)c(Cl)c2)c(OC)n1	7%	2%	3.2µM*	-8%	-2%	-2%	3%	-4%
Cn1c(SCC(=O)NCc2ccco2)nnc1-c1ccccc1	13%	1%	-3%	0%	-1%	-6%	-1%	-12%
CCc1cccc(CC)c1N(COC)C(=O)Cn1c(C(C)O)nc2ccccc21 (stereo not given)	4%	-1%	9%	-1%	4%	-7%	6%	-10%
Cc1[nH]c(=O)c(C(=O)/C=C/c2ccccc2)c2c1CCCC2	0%	9%	-103%[inhibitor]	1%	4%	u	u	-14%
O=C(NCCCN1CCCC1=O)c1cccnc1	-3%	4%	-5%	-2%	u	-5%	-6%	3%
Cc1cccc(C)c1NC(=O)C1CCCN(CCCc2ccccc2)C1 (stereo not given)	x	1%	7%	-6%	1%	7%	-4%	i
O=C(O)CSc1nnc(Cc2ccccc2)n1Cc1ccccc1	x	-5%	u	-3%	1%	-9%	10%	1%
COc1cc(CNn2c(C)n[nH]c2=S)cc(Cl)c1OCc1ccc(F)cc1	x	-11%	-13%	-1%	-1%	u	u	i
CCCN1C(=O)c2cccc3c(N4CCCCC4)ccc(c23)C1=O	24%	3%	6%[1.84 µM]	-3%	3%	-10%	-6%	-7%
CS(=O)(=O)N(CC(=O)N1CCC(C(N)=O)CC1)c1ccc(Cl)c(C(F)(F)F)c1	x	-11%	-25%	-4%	-7%	-8%	14%	i
Cn1c(=O)cc(OCCCC(=O)Nc2cccnc2)c2ccccc21	-1%	-2%	u	4%	8%	-16%	u	0%
Cc1ccc(NC(=O)c2cc(S(=O)(=O)N3CCC4(CC3)OCCO4)ccc2F)cc1	-7%	5%	-29%	-2%	u	2%	u	i
COCCCNC(=O)c1ccccc1SC	x	-1%	9%	2%	2%	3%	-1%	i
Cc1cc(N2CCC(C(=O)Nc3ccc(F)cc3)CC2)nc(-c2ccccc2)n1	10%	5%	-16%	1%	12%	-13%	u	i
Cc1nn(-c2ccccc2)c2sc(C(=O)NC3CC3)cc12	26%	12%	4%	-4%	-3%	4%	-4%	i
CC(=O)NC(Cc1ccccc1)C(=O)OCC(=O)c1ccccc1 (stereo not given)	-1%	-2%	-5%	1%	4%	u	-5%	i
COc1ccc(CCNC(=S)Nc2ccccc2)cc1	1%	3%	x	x	-12%	-14%	x	i
O=S(=O)(Nc1cc2nc3ccccc3nc2n1Cc1ccccc1)c1ccc(Cl)cc1	4µM*	u	-46%[inhibitor]	-1%	u	u	u	6%
CC1Cc2ccccc2N1S(=O)(=O)c1cccc(C(=O)c2nccn2C)c1 (stereo not given)	x	-1%	1%	-3%	u	-2%	u	5%
COc1cc2c(cc1NC(=S)Nc1cccc3ccccc13)oc1ccccc12	x	u	26%	-2%	u	u	5%	i
O=C(N/N=C(\c1ccccc1)c1ccccn1)c1cccc([N+](=O)[O-])c1	x	-5%	-108%[inhibitor]	-1%	18µM*	-15%	17%[46 µM]	-5%
O=C(CN1C(=O)C2C3C=CC(C3)C2C1=O)Nc1ccc(F)cc1 (stereo not given)	-13%	3%	-4%	-1%	-4%	6%	x	7%
O=C(/C=C/c1ccccc1)N1CCN(c2c(Cl)cccc2[N+](=O)[O-])CC1	-28%	4%	-25%	1%	u	u	u	1%
CCc1c(O)nc(SCC(=O)Nc2ccccc2)n(C(C)CC)c1=O (stereo not given)	x	-12%	0%	2%	u	-15%	-2%	-7%
Cc1ccc(N2CC(C(=O)N3CCc4ccccc4C3)CC2=O)cc1 (stereo not given)	3%	8%	u	4%	u	-3%	0%	-2%
O=c1c2ccccc2cnn1Cc1n[nH]c(=S)n1-c1cc(Cl)cc(Cl)c1	0%	-2%	1%	1%	-7%	u	-7%	-16%
CCOC(=O)C1CCN(C(c2cccs2)c2sc3nc(C)nn3c2O)CC1 (stereo not given)	1%	2%	6%	-4%	-1%	-9%	-9%	14%
CCOC(=O)c1c(-c2ccc(F)cc2)csc1/N=C/N(C)C	-4%	-3%	5%	1%	1%	-3%	x	-3%
Cc1nnc(SCc2cccs2)[nH]c1=O	18%	-4%	2%	-2%	10%	-5%	-7%	-3%
CCOC(=O)c1[nH]c(C)c(/C(O)=C2\C(=O)C(=O)N(CCN3CCOCC3)C2c2cccs2)c1C (stereo not given)	-3%	-1%	15%	2%	u	-8%	u	-3%
Cc1c(C#N)c2ncn(CCCN(C)C)c(=O)c2n1-c1ccccc1	-1%	3%	11%	-2%	-4%	-8%	-1%	i
CCN1C(=O)c2cccc3c(S(=O)(=O)Nc4ncccc4C)ccc1c23	-2%	-28%	u	-1%	10µM*	-8%	-16%	4%
O=[N+]([O-])c1cc2c(cc1/C=N/Nc1nc(N3CCCC3)nc(N3CCCC3)n1)OCO2	0%	7%	-28%	11%	3%	5%	-10%	8%
Cc1cccc(OCc2nc(-c3ccc(-n4cccc4)cc3)no2)c1	x	-1%	-13%	-2%	2%	u	1%	-13%
COc1ccc(NC(=S)Nc2ccccc2OC)c(OC)c1	-12%	-6%	-7%	-1%	25µM*	4%	x	i
COc1ccc(-c2cc(-c3ccco3)[nH]c(=O)c2C#N)cc1OC	u	u	x	x	u	u	x	-26%
ClCC1CN(Cc2ccccc2Cl)CCO1 (stereo not given)	x	5%	x	x	0%	-1%	x	-2%

Compound profiles, from the list above. Order of screens: L3MBTL1 inh	JMJD2E inh	SMN2 splice enh	KinaseGlo FLuc	ALDH1A1 block	Tau ThT inhib	Lamin A splicing	RECQ1 inh
Entry for O=c1c2ccccc2cnn1Cc1n[nH]c(=S)n1-c1cc(Cl)cc(Cl)c1 : 0%	-2%	1%	1%	-7%	u	-7%	-16%
Entry for COc1ccc(NC(=S)Nc2ccccc2OC)c(OC)c1 : -12%	-6%	-7%	-1%	25µM*	4%	x	i

The list is partial; rates above refer to the full screens.
